# BRCT PPI red = BRCT-phosphoprotein interaction inhibition (red fluorophore) | hit rate 0.03% among 75,000 | BRCT-phosphopeptide binding, red fluorescence polarization | Potency, µM (highest dose often 76.9 µM), for inactives: top-dose activity change, negative = inhibition, actives largely listed as inhibitors | P38398 | AID 892; also: % is scaled to controls: 0 for no effect and ±100 for the full control effect
#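 Rhodamine-labelled pBACH1 10-mer (100 nM) bound to BRCT domain (100 nM) at pH 7.3; compounds incubated 12 min room temperature, polarization read. Free peptide defines full inhibition; unlabelled decapeptide titrated as control.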
# CRE-bla Fsk = alters forskolin-stimulated CRE reporter signaling in CHO cells | CHO CRE-bla reporter (cAMP response element driving beta-lactamase), forskolin EC10, beta-lactamase ratio | Potency, µM (top dose mostly 38.2 µM), for inactives: at the top dose activity change, negative = inhibition, actives largely listed as activators | hit rate 2.5% among 71,000 | AID 662; active = well fitted activation curve with a large enough effect in the signal ratio, with a control signal flat, not every such curve was filed as active; inconclusive = small, poorly fitted or top-dose-only effect, or effect the other way, or a change in a side signal; the % refers to the signal ratio; also: potency is read from the fitted curve at half-maximal effect; % of control where 0% means no effect
#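 AC50 values, positive or negative, reflect shifts in EC10 NKH 477-induced CRE-bla reporter activity in CHO cells. Incubation lasted 3 h at 37 °C before CCF4 substrate (2 h, room temperature) and ratiometric 460/530 nm reading.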
# Tau fil binding = tau filament binding | P10636 | hit rate 2% among 71,000 | AID 596 | recombinant tau filaments, thioflavin S fluorescence, 15 h; filaments grown with octadecylsulfate alongside compound | Potency, µM (titrated, usually from 57.1 µM), for inactives: at the highest dose activity change, negative = inhibition;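 also: potency is read from the fitted curve at half-maximal effect; % is scaled to controls: 0 for no effect and ±100 for the full control effect; actives lower thioflavin S fluorescence by blocking filaments or displacing dye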
#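 His-tagged recombinant human tau (exons 2, 3, 10; 1 uM final) fibrillized with 30 uM sodium octadecylsulfate, 15 h at 37 C, in pH 7.4 HEPES buffer with 10 uM thioflavine S and 5 mM DTT. Reduced ThS fluorescence (450/510 nm) marks activity.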
# ERK AVP inh = inhibitors of vasopressin-stimulated ERK signaling pathway. Potency, µM (titrated, usually from 57.5 µM), inactives show at the highest dose activity, negative = inhibition, hits mostly inhibitors. HEK293-V1b, vasopressin-stimulated pERK AlphaScreen. hit rate 0.99% among 72,000; also: potency is read from the fitted curve at half-maximal effect; % is scaled to controls: 0 for no effect and ±100 for the full control effect; nearly all actives have a fitted effect of over 55% in size
#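 Overnight-seeded V1b-HEK293 cells in 1% FBS got compound, then vasopressin (25 nM final, 5 min, 37C), then lysis buffer. AlphaScreen detection of phospho-ERK; activity normalized to basal and full-stimulation controls.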
# Luciferase inh = inhibitors of firefly luciferase | P08659 | Potency, µM (series often up to 57.1 µM), for the others: at the highest dose activity change, negative = inhibition, hits mostly inhibitors | purified firefly luciferase, luminescence, 8 min | AID 411 | hit rate 2.2% among 72,000; also: potency is read from the fitted curve at half-maximal effect; % is scaled to controls: 0 for no effect and ±100 for the full control effect; nearly all actives have a fitted effect of over 40% in size
#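 Titration-based qHTS; buffer 50 mM imidazole pH 7.2, 50 mM KCl, 7 mM MgCl2, 10 uM ATP, 0.01% Tween 20, 0.05% BSA; luciferase/luciferin detector mix added after compound; 8 min, ambient; luminescence.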
# USP2a inh = blocks human ubiquitin-specific protease USP2a. O75604. hit rate 0.1% among 60,000. Potency, µM (doses to about 38.3 µM), for inactives: at the highest dose activity change, negative = inhibition, most hits filed as inhibitors. USP2a enzymatic assay, qHTS inhibition;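 also: potency is read from the fitted curve at half-maximal effect; nearly all actives have a fitted effect of over 60% in size; plate controls were DMSO for no effect and NEM full inhibition control for full effect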
#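 Inhibition is measured in a cell-free coupled assay with 20 nM USP2 core, 20 nM Ub-PLA2 and 20 uM NBD C6-HPC, 2.5 h incubation. Activity normalized to NEM control.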
# BRCT PPI green = BRCA1 BRCT-phosphoprotein interaction inhibition; BRCA1 BRCT-phosphopeptide binding, green fluorescence polarization; P38398; hit rate 0.05% among 75,000; Potency, µM (top dose mostly 76.9 µM), without a hit: at the top dose activity change, negative = inhibition, actives largely listed as inhibitors; AID 875;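 also: potency is read from the fitted curve at half-maximal effect; plate controls were peptide without protein for full effect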
#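 Compounds were incubated for 12 min at room temperature with a complex of 100 nM fluorescein-tagged pBACH1 decapeptide and 250 nM His-tagged BRCT protein. Buffer was phosphate pH 7.3 with EDTA, DTT and Tween 20. Disruption of binding lowers the polarization signal.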
# Casp1 inh = caspase-1 (human) inhibition, allosteric or competitive | Potency, µM (top dose mostly 57.5 µM), for the others: at the top dose activity change, negative = inhibition, most hits filed as inhibitors | Caspase-1 enzyme, Ac-WEHD-AFC fluorogenic rate | P29466 | AID 900 | hit rate 0.03% among 75,000;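 also: potency is read from the fitted curve at half-maximal effect; plate controls were vehicle for no effect and no substrate for full effect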
# HEK293 cAMP cs = parental HEK293 cAMP activation (counter-screen); parental HEK293 CNG cAMP sensor, membrane potential fluorescence; Potency, µM (titrated, usually from 57.1 µM), inactives show at the highest dose activation, actives largely listed as activators; hit rate 2.5% among 73,000; AID 938; also: potency is read from the fitted curve at half-maximal effect; % of control where 0% means no effect; nearly all actives have a fitted effect of over 55% in size
#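 Parental HEK 293 cells stably expressing a cAMP-gated CNG channel were loaded with membrane potential dye containing 100 uM RO 20-1724 for 60 min. Compound added for 30 min; depolarization read as fluorescence intensity at 590 nm.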
# A350 autofl = A350 region autofluorescence; Compound autofluorescence, 340/450 nm, Alexa 350 dye-equivalents; hits give high values; max dye-equivalent concentration, M; hit rate 11% among 59,000; AID 590; in the data active = max dye-equivalent concentration above about 10 nM; inconclusive = mostly about 1.1 nM to 9.6 nM
# Caspase-7 inhib = caspase-7 (human) inhibition, allosteric or competitive; Potency, µM (doses to about 57.5 µM), for inactives: at the top dose activity change, negative = inhibition, actives largely listed as inhibitors; AID 889; hit rate 0.02% among 75,000; recombinant caspase-7, Ac-DEVD-AFC fluorescence rate; P55210; active = well fitted inhibition curve with a large enough effect in the main read-out, with a control signal flat, not every such curve was filed as active; inconclusive = small, poorly fitted or top-dose-only effect, or a change in a side signal; also: potency is read from the fitted curve at half-maximal effect; % of control where 0% means no effect
# * = called active by the depositor; i = inactive; ? = inconclusive; . = not tested or not shown; [ ] = another dose, or the depositor's remark. Unless noted, calls follow the shape of the dose curve; as a rule, active = well fitted curve in the direction sought with a large enough effect; inconclusive = small, poorly fitted or top-dose-only effect, or another doubt; inactive = no such curve, though single readings can be large; an effect the other way counts as inactive or inconclusive.
SMILES,BRCT PPI red,CRE-bla Fsk,Tau fil binding,ERK AVP inh,Luciferase inh,USP2a inh,BRCT PPI green,Casp1 inh,HEK293 cAMP cs,A350 autofl,Caspase-7 inhib
CCOC(=O)N1CCC(Nc2c(NCCCN(C)Cc3ccccc3)c(=O)c2=O)CC1,0.2%,-4%,9%,-2%,4%,.,1.1%,-2%,1%[11.4 µM],.,-1%
CCCCCc1c(C)nc(Nc2ccccc2)[nH]c1=O,-0.5%,-5%,0%,-17%,2%,-4%,-1.1%,-2%,6%,i,-1%
O=C(CN1CCOc2ccccc21)N1CCC(Cc2ccccc2)CC1,0.6%,?,-9%,-19%,1%,.,-0.6%,-5%,-2%,.,-3%
Cc1ccc(N(C(=O)c2ccncc2)C2C=CS(=O)(=O)C2)cc1 (stereo unspecified),2.0%,0%,-1%,36%,0%,.,0.3%,0%,4%,.,1%
Cc1c(NC(=O)CSc2ccccn2)c(=O)n(-c2ccccc2)n1C,-0.7%,?,1%,-6%,0%,0%,-1.1%,0%,-2%,i,0%
Cc1ccc(NC(=O)C2CC(=O)NC(N3CCc4ccccc43)=N2)cc1 (stereo unspecified),0.9%,-5%,-7%,-7%,1%,27%,1.1%,-6%,-4%,i,-3%
CCCCOc1ccccc1NC(=O)Cn1c(-c2nonc2N)nc2ccccc21,-1.2%,2µM*,i,15%,2%,-17%,7.6%,-1%,6.3µM*,i,0%
COCCNC(=O)[C@H](C)[C@H]1C[C@]1(C)[C@H](NC(=O)OCc1ccccc1)c1ccccc1,1.0%,-15%,-8%,0%,.,.,-1.1%,?,?,.,-1%
O=C(COc1ccc(CO)cc1)Nc1ccc(F)cc1,-3.4%,-7%,-9%,-3%,2%,-2%,0.6%,-2%,2%,i,-1%
Cc1cc(C(=O)CSc2nnnn2C)c(C)n1-c1cccc(F)c1,-0.8%,10%,6%,15%,-24%,10%,-2.1%,1%,25%,i,-1%
Cc1occc1C(=O)Nc1nnc(C2CCCCC2)s1,-0.5%,.,.,.,.,.,-1.5%,-2%,2%,.,-1%
C=CCn1c(SCc2cccc(C#N)c2)nnc1-c1ccccc1O,-0.9%,-12%,?,.,0%,.,-0.6%,-2%,18%,.,2%
O=C(O)CCCCCN1C(=O)c2ccc(C(=O)O)cc2C1=O,-3.3%,-3%,-4%,2%,2%,-8%,-1.6%,0%,22%,.,0%
Cc1ccc(-c2cc(C(=O)NCCCN3CCOCC3)no2)cc1,0.0%,5%,-1%,-24%,-16%,9%,0.2%,-2%,24%,i,1%
Cc1ccc(-n2nnc3c(=O)n(Cc4cc(C)ccc4C)cnc32)cc1,-0.9%,19%,32%,5%,-1%,2%,0.4%,2%,20µM*,i,1%
COc1cc(OC)cc(C(=O)Nc2ccc(-c3nc4ccccc4o3)cc2)c1,0.9%,18%,i,-15%,1%,39%[activator],-0.2%,-4%,?,.,1%
COc1ccccc1CNc1cc(-c2ccccc2Cl)ncn1,-0.2%,?,5%,?,0%[2.29 µM],5%,3.4%,-4%,16µM*,i,-4%
CCCOc1c(OC)cccc1C1CC(=O)Nc2cc3c(cc21)OCCO3 (stereo unspecified),-2.6%,?,15%,-6%,-1%,17%,2.0%,-1%,16µM*,i,-3%
CCCOc1ccc(OCCSc2ncccn2)cc1,2.6%,?,1%,37%[activator],?,4%,1.3%,-2%,7%,1.1e-06M*,-1%
NC(=O)C1(N2CCCCC2)CCN(C(=O)c2ccc(C#Cc3ccccc3)o2)CC1,0.0%,0%,-6%,-14%,-2%,44%[activator],2.0%,0%,20%,i,-1%

# Entries of single compounds, quoted from the list. Screens in order: BRCT PPI red, CRE-bla Fsk, Tau fil binding, ERK AVP inh, Luciferase inh, USP2a inh, BRCT PPI green, Casp1 inh, HEK293 cAMP cs, A350 autofl, Caspase-7 inhib
# NC(=O)C1(N2CCCCC2)CCN(C(=O)c2ccc(C#Cc3ccccc3)o2)CC1 is entered as 0.0%, 0%, -6%, -14%, -2%, 44%[activator], 2.0%, 0%, 20%, i, -1%
# Cc1occc1C(=O)Nc1nnc(C2CCCCC2)s1 is entered as -0.5%, ., ., ., ., ., -1.5%, -2%, 2%, ., -1%
# CCCOc1ccc(OCCSc2ncccn2)cc1 is entered as 2.6%, ?, 1%, 37%[activator], ?, 4%, 1.3%, -2%, 7%, 1.1e-06M*, -1%
# C=CCn1c(SCc2cccc(C#N)c2)nnc1-c1ccccc1O is entered as -0.9%, -12%, ?, ., 0%, ., -0.6%, -2%, 18%, ., 2%

# Fetched by structure from the entries so far:
SMILES,BRCT PPI red,CRE-bla Fsk,Tau fil binding,ERK AVP inh,Luciferase inh,USP2a inh,BRCT PPI green,Casp1 inh,HEK293 cAMP cs,A350 autofl,Caspase-7 inhib
Cc1ccc(-c2cc(C(=O)NCCCN3CCOCC3)no2)cc1,0.0%,5%,-1%,-24%,-16%,9%,0.2%,-2%,24%,i,1%
O=C(O)CCCCCN1C(=O)c2ccc(C(=O)O)cc2C1=O,-3.3%,-3%,-4%,2%,2%,-8%,-1.6%,0%,22%,.,0%

# Additional records follow.
SMILES,BRCT PPI red,CRE-bla Fsk,Tau fil binding,ERK AVP inh,Luciferase inh,USP2a inh,BRCT PPI green,Casp1 inh,HEK293 cAMP cs,A350 autofl,Caspase-7 inhib
Cc1sc2nc3n(c(=O)c2c1C)Cc1ccccc1-3,1.7%,-1%,5%,-14%,-4%,3%,-0.3%,-3%,3%,1.5e-07M*,1%
COc1cccc(OCC(O)CN2CCOCC2)c1 (stereo unspecified),1.6%,1%,4%,-1%,1%,1%,0.0%,2%,-5%,i,2%
O=C(C1Cc2ccccc2O1)N1CCCCC1 (stereo unspecified),-0.6%,?,2%[11.4 µM],0%,1%,-7%[7.66 µM],2.2%,3%,?,.,-1%
CCC(Oc1ccccc1)C(=O)Nc1ccc(S(=O)(=O)NCC2CCCO2)cc1 (stereo unspecified),-2.7%,4%,0%,?,1%,7%,-2.7%,-2%,15%,i,1%
CS(=O)(=O)N1CCC2(CC1)CN(Cc1ccccc1)C2,0.4%,-1%,6%,4%,0%[11.4 µM],16%,-2.8%,0%,13%,i,-1%
CCSc1ccccc1C(=O)Nc1nncs1,-0.5%,2%,0%,?,-1%,1%,1.5%,1%,-1%,i,-1%
Cc1ccccc1OCC(O)Cn1c(NCc2ccco2)nc2c1c(=O)n(C)c(=O)n2C (stereo unspecified),-1.5%,9%,2%,-22%,3%,24%,-1.1%,-1%,-12%,i,0%
CCCCN(CC)CCNc1c(NC2CCN(C(=O)OCC)CC2)c(=O)c1=O,1.2%,2%,7%,15%,0%,.,-1.1%,-1%,-1%,.,0%
CCOc1ccc2oc(-c3ccccc3)c(C(=O)N3CCN(C)CC3)c2c1,2.1%,4%,-6%,-13%,0%,40%[activator],0.0%,-2%,?,.,0%
COc1ccc(C(=O)CCC(=O)O)cc1,-1.1%,0%,14%,.,-2%,.,-0.9%,0%,19%,.,0%
C=CCC1c2cccc(C(=O)O)c2C(=O)N1c1ccc(F)cc1 (stereo unspecified),0.7%,0%,-2%,-15%,6%,9%,-0.6%,0%,-6%,i,-1%
CCn1c(=O)cc(OCC(=O)NCCCN2CCC(C)CC2)c2ccccc21,-1.8%,1%,2%,7%,-4%,3%,2.2%,2%,-1%,i,-3%
COc1ccccc1-c1nc(NCCc2cnc[nH]2)c2ccccc2n1,-0.8%,?,-28%,-11%,-3%[2.29 µM],24%,0.3%,-1%,-3%,i,0%
O=C(Nc1nnc(-c2ccccc2Cl)o1)c1ccco1,-1.0%,18%,0%,4%,13µM*,-7%,-1.8%,0%,?,i,0%
O=C(NCc1cccs1)c1cc(-c2cccc(Cl)c2)on1,1.1%,5%,39%,29%,-1%,0%,-2.0%,-1%,7%,i,0%
CCOC(=O)C1=C(C)Nc2ncnn2C1c1cc(OC)ccc1OC (stereo unspecified),0.2%,?,17%[11.4 µM],-17%,-8%,5%[7.66 µM],0.7%,-2%,-1%[11.4 µM],.,-1%
COc1ccccc1CNc1ncnc2ccc(-c3ccccc3C#N)cc12,0.7%,?,i,25µM*,0%[2.29 µM],217%[activator],-1.3%,-4%,?,?,-7%
CCCCn1c(SCC(=O)NCc2ccco2)nnc1-c1ccoc1C,-4.4%,2%,12%,-9%,-1%,28%,0.8%,-2%,18%,?,-4%
COc1ccc(CCNC(=O)c2cccnc2)cc1OC,-4.8%,-1%,-2%,?,0%,-3%,0.1%,1%,-7%,.,0%
COC(=O)CSc1nnc(SCc2ccccc2)s1,-0.9%,-3%,8%,39%[activator],-9%,-4%,0.0%,-10%,13%,.,0%
COc1ccc(NC(=O)CS(=O)CC(=O)Nc2ccc(OC)c(OC)c2)cc1 (stereo unspecified),-1.0%,-9%,6%,11%,3%,-3%,-2.6%,0%,14%,i,1%
